Bioassay records: PubChem BioAssay, several laboratories
proCasp7 act: counter-screen: procaspase-7 (human) activation; activation, % at 8.5 µM; actives 0.093% (n = 330,000); recombinant procaspase-7, Ac-DEVD-pNA absorbance 405 nm; D23A/D198A/D206A triple mutant, cannot self-cleave; scale: DMSO 0, 5 µM enzyme 100; P55210;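 active means percent activation above the screen-wide mean plus 3 SD, cut at about 25% in these data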
Target sequence (P55210 whole entry D23A/D198A/D206A): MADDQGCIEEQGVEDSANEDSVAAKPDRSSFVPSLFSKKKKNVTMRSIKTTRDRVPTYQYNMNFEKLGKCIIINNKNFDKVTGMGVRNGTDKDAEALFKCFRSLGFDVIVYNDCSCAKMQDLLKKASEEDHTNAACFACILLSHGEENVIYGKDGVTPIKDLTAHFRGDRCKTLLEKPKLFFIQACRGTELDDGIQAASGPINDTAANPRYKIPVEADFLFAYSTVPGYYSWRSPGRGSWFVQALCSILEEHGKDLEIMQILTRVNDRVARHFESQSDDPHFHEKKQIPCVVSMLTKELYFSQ
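buffer or medium = Zinc-free HEPES/NaCl buffer, pH 7.4 | material = Procaspase-7 triple mutant (PC-7 D3A) | input = 2 µM procaspase-7 mutant as dispensed | signal = Epi-absorbance of released pNA at 405 nm, two timepoints | timing = 1 h preincubation, 2 h reaction | replicates = singlicate compound testing | evaluation = % activation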
proCasp3 act: procaspase-3 (human) activation; recombinant procaspase-3 D3A, Ac-DEVD-pNA absorbance 405 nm; actives 0.11% (n = 330,000); activation, % at 8.5 µM; P42574; AID 463141;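 active means activation above the mean of all tested compounds plus 3 SD, cut at about 21% in these data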;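 further: 0% = DMSO alone and 100% = DMSO wells spiked with extra 5 µM PC-3 D3A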
Target sequence (P42574 whole entry D9A/D28A/D175A): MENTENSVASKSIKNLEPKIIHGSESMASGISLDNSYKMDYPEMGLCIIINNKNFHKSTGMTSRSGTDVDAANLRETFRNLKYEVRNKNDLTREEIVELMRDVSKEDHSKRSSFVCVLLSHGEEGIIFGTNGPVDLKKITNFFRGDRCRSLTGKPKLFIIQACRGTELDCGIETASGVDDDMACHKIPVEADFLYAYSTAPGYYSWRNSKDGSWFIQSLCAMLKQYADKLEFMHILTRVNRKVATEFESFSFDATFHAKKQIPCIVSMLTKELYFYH
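Compound: 8.5 µM single point, 0.8% DMSO / Material: Autoprocessing-dead procaspase-3 D3A mutant enzyme / Timing: 1 h preincubation plus 2 h reaction at 25 °C / Medium: Zinc-free HEPES/NaCl buffer with 0.01% Triton X-100 at pH 7.4 / Technique: 405 nm absorbance of p-nitroaniline, reads at 0 and 120 min / Repeats: one well per compound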
RPL19A-GFP yeast: alters RPL19A-GFP fluorescence in TOR pathway yeast screen; S. cerevisiae RPL19A-GFP strain, flow cytometry, 3 h; hits give low values; AID 2025; percent response vs DMSO, % at 10 µM; actives 0.3% (n = 330,000);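 active means percent response vs DMSO below 50%; inconclusive means fewer than 70 events counted for the yeast strain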;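 further: median channel GFP fluorescence of the barcoded RPL19A-GFP strain; ratio of sample median GFP to plate DMSO average so 100% = DMSO; lower means less RPL19A-GFP as with rapamycin TOR inhibition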
LAP4-GFP MLPCN: modulators of TOR pathway LAP4-GFP in S. cerevisiae; AID 2023; GFP response vs DMSO, % at 10 µM; actives 0.34% (n = 320,000); S. cerevisiae LAP4-GFP multiplex, flow cytometry GFP, 3 h; median GFP as percent of DMSO wells;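 active means GFP response vs DMSO above a set limit, about the screen mean plus 3 SD, cut at about 150% in these data; inconclusive means under 70 cell events counted for the yeast strain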
MEP2 TOR yeast: yeast TOR pathway MEP2-GFP modulation. S. cerevisiae MEP2-GFP strain, flow cytometry GFP, 3 h; 100% = DMSO control level. actives 0.51% (n = 330,000). GFP response vs DMSO, % at 10 µM;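 active means GFP response versus DMSO above a set limit, roughly screen mean plus 3 SD, cut at about 180% in these data; inconclusive means fewer than 70 cells counted for a yeast strain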;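 further: median GFP fluorescence of the barcode-gated MEP2-GFP cells per well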
Yeast superoxide: lowers age-related superoxide in aged yeast cells; S. cerevisiae aged cells, superoxide DHE fluorescence; hits give low values; superoxide response (% of plate mean), % at 10 µM; actives 0.18% (n = 330,000);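 active means superoxide response under a set limit, about three screen SD below normal, cut at about 65% in these data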;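 further: yeast aged for seven days with compound at 30 °C before DHE staining; 100% = average MFI of all compound-treated wells on the plate with controls excluded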
AHR activator: activates the human aryl hydrocarbon receptor. P35869. AHR-responsive luciferase reporter cells, luminescence. activation, % at 5 µM. actives 2.5% (n = 320,000). AID 2796; in the data active means activation above about 47%;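 further: 0% = vehicle wells and 100% = reference agonist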
GASC-1 inh: blocks human GASC-1 demethylase activity; GST-JMJD2C(1-420) H3K9me3 demethylation, DELFIA europium; actives 0.069% (n = 330,000); inhibition, % at 2.35 µM; AID 2099;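 active means more than half of a compound's replicate wells show inhibition beyond 50%, single wells judged on their own value; inconclusive means some, but no more than half, of replicates pass 50% inhibition; inactive means no replicate passes 50% inhibition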;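 further: signal counts dimethyl H3K9 product captured on neutravidin plate; 0% = median of DMSO wells and 100% = 0.3 times that DMSO median; strong numbers were not always called active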
Target sequence (Q9H3R0 1-420 limits assumed): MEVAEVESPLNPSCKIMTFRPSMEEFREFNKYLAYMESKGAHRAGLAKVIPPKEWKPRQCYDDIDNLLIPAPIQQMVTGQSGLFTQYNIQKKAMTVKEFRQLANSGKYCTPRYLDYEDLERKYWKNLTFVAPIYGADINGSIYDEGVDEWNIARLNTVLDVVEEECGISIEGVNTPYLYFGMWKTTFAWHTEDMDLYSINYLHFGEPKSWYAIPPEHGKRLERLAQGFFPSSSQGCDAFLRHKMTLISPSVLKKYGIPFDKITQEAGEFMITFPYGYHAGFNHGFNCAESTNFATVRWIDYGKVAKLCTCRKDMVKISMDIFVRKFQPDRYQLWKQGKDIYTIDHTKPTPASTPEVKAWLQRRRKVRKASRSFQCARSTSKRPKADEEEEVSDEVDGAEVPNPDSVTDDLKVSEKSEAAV
An asterisk follows results filed as active; u = inconclusive; x = not tested or not shown; [ ] = another dose, or the depositor's remark.

SMILES	proCasp7 act	proCasp3 act	RPL19A-GFP yeast	LAP4-GFP MLPCN	MEP2 TOR yeast	Yeast superoxide	AHR activator	GASC-1 inh
COc1cc(OC)c2c(c1)OC(c1ccc(OC)c(OC)c1)C(O)C2=O (stereo not given)	-9	-8	96	94	95	103	12	-3
O=C(c1ccc(CS(=O)Cc2ccc(Cl)cc2)o1)N1CCN(c2cccc(Cl)c2)CC1 (stereo not given)	8	-8	100	101	95	122	-1	-26
COCC1CCCN(C(=O)c2ccc3oc(Cc4ccc(Cl)cc4)nc3c2)C1 (stereo not given)	-8	0	96	94	105	91	10	-1
COc1ccc(OCc2nc3ccccc3n2C(C)C)cc1	1	0	100	108	104	101	-5	8
O=C(NCc1ccccc1)NC(=O)c1ccccc1	3	10	94	98	96	82	5	3
Cc1ccsc1/C=C(\C#N)C(=O)NCc1ccco1	7	0	93	94	92	99	-1	1
O=C(NC1CCCC1)c1ccc2nc[nH]c2c1	10	-3	99	106	110	98	3	-8
CCCCOc1cccc(-c2nnc(NC(=O)CSc3ccc(C)cc3)s2)c1	-2	3	103	97	108	99	-2	2
CCOc1ccccc1NC(=O)c1cc(S(=O)(=O)N2CCC3(CC2)OCCO3)ccc1F	-7	2	99	95	99	86	-1	5
CCN(CC)CCCNC(=O)/C(=C\c1cccn1C)NC(=O)c1cccs1	-6	-8	98	95	99	98	2	4
CC(C)C(=O)Nc1ccc(N2CCCC2)cc1	8	9	109	114	105	105	3	-1
Cc1ccc(-c2nc(CS(=O)(=O)CC(=O)N3CCN(C)CC3)c(C)o2)cc1	4	7	99	99	103	93	1	-10
CC(C)C(=O)NCCCc1ccccc1	1	1	104	106	104	103	0	-10
Cn1nc(C(F)(F)F)c(C(=O)Nc2ccc(C(F)(F)F)cc2)c1Cl	16	3	102	84	105	94	-3	-2
COC(=O)C1(C(C[N+](=O)[O-])c2ccc(C)cc2)C(=O)NCC1c1ccco1 (stereo not given)	-6	4	101	107	103	107	3	2
Cc1cc(NS(=O)(=O)c2ccc(NC(=O)c3ccc(Br)o3)cc2)nc(C)n1	5	2	101	105	109	96	-1	9
CCCN(CC(=O)Nc1ccccc1C)C(=O)C1CCN(C(=O)Nc2ccccc2)CC1	3	2	103	106	103	102	-1	0
Cc1ccc(S(=O)(=O)N2CCOCC2)cc1C(=O)OCC(=O)N(Cc1ccccc1)C(C)C	6	6	97	102	99	92	1	11
CCCCC1=CC2=CC(=O)C(C)(OC(=O)CC)C(=O)C2=CN1CCN1CCOCC1 (stereo not given)	-2	-3	106	98	95	109	6	6
C[C@@H](C(=O)NCC1CC1)[C@H]1C[C@]1(C)[C@H](NC(=O)OCc1ccccc1)c1ccccc1	-10	-3	99	126	97	97	4	5
O=C(CCNS(=O)(=O)c1cccc2nsnc12)N1CCN(c2ccccn2)CC1	6	9	98	96	95	95	32	x
Cc1ccccc1C(=O)N1CCC(C(=O)Oc2ccc(C#N)cc2)CC1	9	1	96	80	91	99	0	2
O=C(Nc1ccncc1)c1ccc2c(c1)S(=O)(=O)c1ccccc1C2=O	2	11	101	97	102	109	8	1
C=CCC(C(=O)NC(C)c1ccccc1)C(=O)NC(C)c1ccccc1 (stereo not given)	7	2	101	89	98	97	1	0
CCCCCOC(=O)c1[nH]c2c(c1C)C(=O)C(C(=O)OC)C(C)C2 (stereo not given)	1	2	100	97	98	97	7	8
COc1ccc(S(=O)(=O)Nc2ccc(N3CCOCC3)cc2)cc1Br	0	6	94	106	101	95	-1	0
CCn1cc(C(=O)NCCCN2CCC(C)CC2)c(=O)c2cc(S(=O)(=O)N3CCOCC3)ccc21	7	-1	97	96	99	114	1	3
CCNC(=O)COc1cccc(C(=O)NCc2ccccc2)c1	4	3	99	81	91	100	3	-10
O=C(C(=O)N1CCN(c2ccc(F)cc2)CC1)N1CCCCC1	11	2	88	94	92	97	-1	-18
COc1cc(/C=C/C(=O)Nc2nc3ccc(S(=O)(=O)NC(C)C)cc3s2)cc(OC)c1OC	9	5	102	86	94	125	0	7
COCC(=O)Nc1nnc(Cc2ccc(OC)cc2)s1	-1	7	100	99	97	105	6	6
Cc1c(C(=O)N(C)c2ccccc2)oc2c1C(O)CC(C)(C)C2 (stereo not given)	6	4	94	101	97	89	-1	1
O=C(COC(=O)c1ccc(O)cc1)Nc1ccc(S(=O)(=O)N2CCOCC2)cc1	5	-8	95	90	92	89	1	-16
COc1cccc(/C=N/NC(=O)Cn2cnc3c2c(=O)n(C)c(=O)n3C)c1	2	1	101	111	104	95	4	2
Cc1ccc(NC(=S)Nc2ccccn2)c(C)c1	0	6	99	120	107	91	0	-4
CCn1cnc2c1c(=O)[nH]c(=O)n2Cc1ccccc1	10	-1	106	103	114	86	-2	-4

By substructure, those above with a halogen
SMILES	proCasp7 act	proCasp3 act	RPL19A-GFP yeast	LAP4-GFP MLPCN	MEP2 TOR yeast	Yeast superoxide	AHR activator	GASC-1 inh
O=C(c1ccc(CS(=O)Cc2ccc(Cl)cc2)o1)N1CCN(c2cccc(Cl)c2)CC1 (stereo not given)	8	-8	100	101	95	122	-1	-26
COCC1CCCN(C(=O)c2ccc3oc(Cc4ccc(Cl)cc4)nc3c2)C1 (stereo not given)	-8	0	96	94	105	91	10	-1
CCOc1ccccc1NC(=O)c1cc(S(=O)(=O)N2CCC3(CC2)OCCO3)ccc1F	-7	2	99	95	99	86	-1	5
Cn1nc(C(F)(F)F)c(C(=O)Nc2ccc(C(F)(F)F)cc2)c1Cl	16	3	102	84	105	94	-3	-2
Cc1cc(NS(=O)(=O)c2ccc(NC(=O)c3ccc(Br)o3)cc2)nc(C)n1	5	2	101	105	109	96	-1	9
COc1ccc(S(=O)(=O)Nc2ccc(N3CCOCC3)cc2)cc1Br	0	6	94	106	101	95	-1	0
O=C(C(=O)N1CCN(c2ccc(F)cc2)CC1)N1CCCCC1	11	2	88	94	92	97	-1	-18

The list continues:
SMILES	proCasp7 act	proCasp3 act	RPL19A-GFP yeast	LAP4-GFP MLPCN	MEP2 TOR yeast	Yeast superoxide	AHR activator	GASC-1 inh
N#CCO/N=C/C(=O)Nc1ccc(F)cc1F	13	5	120	98	115	102	-2	-11
COc1ccc(-c2cn3ccc4ccccc4c3n2)cc1	2	9	101	106	104	90	48*	3
CC1(C)C2CCC(C2)C1(C)NC(=O)CNC1CCCCC1 (stereo not given)	2	-2	96	112	106	96	-2	3
CCC(C)c1ccc(NC(=S)NCc2cccnc2)cc1 (stereo not given)	-5	-2	98	104	102	106	13	5
C/C(Cn1cnc([N+](=O)[O-])n1)=N\NC(=O)c1ccncc1	2	-4	97	101	107	94	17	4
Cc1ccc2sc(NC(=O)c3cccc(N4C(=O)CCC4=O)c3)nc2c1C	5	-2	102	99	100	100	19	u
CC1(C(=O)N2CCN(Cc3ccccc3Cl)CC2)CC1(Cl)Cl (stereo not given)	5	5	99	100	106	94	5	17
CS(=O)(=O)c1ccc(Cl)c(NC(=O)COC(=O)CCCN2C(=O)c3cccc4cccc(c34)C2=O)c1	5	16	87	103	94	103	-2	0
CC(C)Nc1nc(SCC(N)=O)nc(N2CCOCC2)n1	4	1	87	86	86	114	-1	-9
O=c1oc2cc(Br)ccc2n1Cc1ccccc1	-2	9	104	100	108	103	8	12
COc1ccc(C(CC(=O)O)n2cnnn2)cc1 (stereo not given)	3	-5	102	103	101	95	-1	3
CSc1ccccc1OCc1cc(C(=O)NCc2ccc(C)s2)no1	6	9	102	77	96	101	2	x
Cc1cc(C(=O)CSc2nnc(-c3ccc(OC(F)F)cc3)o2)c(C)n1Cc1cccs1	3	-1	101	100	102	104	2	-16
CC(C)(C)C1CCC(=NNC(=O)c2ccco2)CC1 (stereo not given)	-3	-11	98	94	114	101	10	-4
COc1cc2c(cc1C1NC(=S)NC(C)=C1C(=O)N(C)C)CCCC2 (stereo not given)	-4	-7	98	99	95	113	1	12
CCOc1cc(N2CCOCC2)c(OCC)cc1NC(=O)C(C)Oc1ccccc1 (stereo not given)	4	-4	96	96	97	100	3	-3
Cc1sc(NC(=S)Nc2ccc(F)cc2)c(C(N)=O)c1C	-19	-26	97	99	99	89	81*	11
O=C(CSc1nc2ccccc2c(=O)n1CCCO)N1CCc2ccccc21	0	2	102	85	96	92	6	31
COc1ccc(NC(=O)C2CCCN2S(=O)(=O)c2ccc(F)cc2)cc1 (stereo not given)	8	5	101	97	103	100	6	0
O=C(NCC1CCCO1)C1CC(=O)N(c2cccc(Cl)c2)C1 (stereo not given)	-4	8	99	94	97	106	12	14
COc1ccc(CNc2cccc(C)n2)c(O)c1	11	5	98	88	105	100	1	1
CN(CCc1ccccn1)Cc1ccc(Cl)cc1	2	-6	99	97	100	89	-4	-5
Cn1c(SCC(=O)NCCN2C(=O)CSC2=O)nnc1-c1ccccc1	-1	8	96	93	103	122	0	8
C/C(CCC(C)C)=N\NC(=S)NCc1ccccc1	3	-10	98	106	100	99	9	2
Cc1ccc(S(=O)(=O)N2CCC(=O)N(CCOC(=O)Nc3cccc(Cl)c3)CC2)cc1	0	0	107	116	90	112	4	2
Cc1ccc(NC(=O)COC(=O)Cn2cnc3c2c(=O)n(C)c(=O)n3C)cc1Cl	6	-3	53[may fluoresce violet]	104[may fluoresce violet]	73[may fluoresce violet]	86	0	10
O=C(NC(=S)Nc1ccccc1Br)c1ccco1	-2	3	104	84	101	109	6	-2
CCCn1cc(CN2CCCC(C(=O)c3cccc(OC(C)C)c3)C2)c(C)n1 (stereo not given)	1	1	103	98	104	97	6	-6
Cc1nnc(SCC(=O)NCC2CCCO2)n1Cc1ccccc1 (stereo not given)	6	-6	102	107	108	108	-1	5
Fc1ccccc1OCCCCN1CCCCC1	-9	2	104	103	106	93	-1	-15
Nc1cc([N+](=O)[O-])ccc1Nc1ccc(O)cc1	-15	-1	104	101	110	63*	17	1
COP(=O)(OC)c1nc(-c2ccccc2)oc1NCc1ccccc1	8	0	105	100	105	98	1	-2
CCC(=O)NC(=S)Nc1ccc(NC(=O)c2ccc([N+](=O)[O-])cc2Cl)cc1	7	4	105	102	103	107	-6	5
O=S(=O)(c1ccc(F)c(F)c1)N1CCC2(CC1)OCCO2	-2	0	110	109	103	95	5	5
CCOC(=O)c1c(C)[nH]c(C)c1C(=O)COC(=O)c1cccnc1OCC	4	2	102	101	101	103	1	4
CCN(CC(=O)Nc1c(F)cccc1F)C(=O)C1CCCN(C(=O)c2ccc(Cl)cc2)C1 (stereo not given)	7	-6	98	91	95	100	-1	-16
CCCC1C(c2ccc(OC)cc2)C(C#N)(C#N)C2(C#N)CC1(N)NC2=O (stereo not given)	3	2	99	98	98	90	-1	-3
Cc1ccc(CNC(=O)CSc2nc3ccccc3[nH]2)cc1	-9	-7	95	86	99	101	10	-2
Cc1cc(C)c2oc(C(=O)NCCc3ccc(S(N)(=O)=O)cc3)cc(=O)c2c1	3	8	100	100	98	98	3	-1
COC(=O)C1(Cc2cc(-c3ccc([N+](=O)[O-])cc3)no2)CCN(C(=O)OC(C)(C)C)CC1	-8	8	106	99	96	100	-1	13
CN(CC(=O)Nc1ccc(OC(F)(F)F)cc1)C(=O)/C=C/c1cc2c(cc1[N+](=O)[O-])OCO2	-15	4	95	96	102	95	3	3
